# Source: PubChem BioAssay
# hIAP act: human IAP activation; purified human IAP, CDP-Star luminescence, 30 min; stronger effect = higher value; 1 = vehicle-only enzyme, 0 = enzyme-free background; P09923; activation factor at 10 µM; AID 2524; actives 0.16% (n = 330,000);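 active = activation factor of the enzyme at least 2-fold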; note: the source names both 10 and 20 µM as test concentration; values of inactives mirror those of a sister screen read the other way
# Target sequence (P09923 whole entry, looked up): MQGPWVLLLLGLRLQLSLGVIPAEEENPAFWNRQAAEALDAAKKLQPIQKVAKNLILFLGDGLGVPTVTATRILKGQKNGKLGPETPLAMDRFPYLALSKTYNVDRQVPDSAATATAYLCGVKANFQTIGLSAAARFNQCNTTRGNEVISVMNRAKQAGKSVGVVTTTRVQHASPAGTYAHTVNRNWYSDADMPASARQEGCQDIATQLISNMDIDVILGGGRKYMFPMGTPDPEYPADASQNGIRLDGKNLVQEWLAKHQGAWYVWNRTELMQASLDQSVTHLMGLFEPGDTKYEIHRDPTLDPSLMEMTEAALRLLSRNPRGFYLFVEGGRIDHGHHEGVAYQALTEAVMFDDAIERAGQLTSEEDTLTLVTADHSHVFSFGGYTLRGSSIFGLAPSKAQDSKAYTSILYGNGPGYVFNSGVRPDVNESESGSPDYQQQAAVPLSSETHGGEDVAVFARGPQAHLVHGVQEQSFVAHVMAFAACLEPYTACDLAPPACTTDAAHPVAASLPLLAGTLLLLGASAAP
# beta cell repl: MIN6 beta-cell proliferation induction | MIN6 cells proliferation, ATPlite luminescence, 48 h; cells starved in 0.2% serum; 100% = growth in 10% serum | proliferation, % at 10 µM | actives 0.29% (n = 330,000) | AID 2380;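 active = compounds whose signal lies at least 3.5 SD above the mean of all wells on their plate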;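 note: 0% = DMSO-treated cells in low-serum medium and 100% = 10% serum control; some compounds called inactive have numbers as strong as hits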
# mIAP act: increases mouse intestinal alkaline phosphatase activity; muIAP, CDP-Star luminescence, 30 min; stronger effect = higher value; 1 = vehicle-only enzyme signal, 0 = enzyme-free wells; activation factor at 10 µM; actives 0.24% (n = 330,000); AID 2805;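 active = activation factor of at least 2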; note: the source names both 10 and 20 µM as test concentration; values of inactives mirror those of a sister screen read the other way
#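 Assay system: mouse IAP enzyme; Reagent: CDP-Star chemiluminescent phosphatase substrate; Compound: DMSO-dissolved test compounds; Incubation: 30 min, room temperature; Technique: luminescence from enzymatic CDP-Star hydrolysis; Controls: DMSO-only wells and no-enzyme negative control.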
# ATG4B inhibitor: blocks human ATG4B protease cleavage of LC3 substrate | Q9Y4P1 | ATG4B cleavage of LC3-PLA2, NBD-HPC fluorescence, 1 h | inhibition, % at 8.33 µM | actives 0.51% (n = 340,000) | AID 504462; in the data active = inhibition above about 40%
# Target sequence (Q9Y4P1 whole entry, looked up): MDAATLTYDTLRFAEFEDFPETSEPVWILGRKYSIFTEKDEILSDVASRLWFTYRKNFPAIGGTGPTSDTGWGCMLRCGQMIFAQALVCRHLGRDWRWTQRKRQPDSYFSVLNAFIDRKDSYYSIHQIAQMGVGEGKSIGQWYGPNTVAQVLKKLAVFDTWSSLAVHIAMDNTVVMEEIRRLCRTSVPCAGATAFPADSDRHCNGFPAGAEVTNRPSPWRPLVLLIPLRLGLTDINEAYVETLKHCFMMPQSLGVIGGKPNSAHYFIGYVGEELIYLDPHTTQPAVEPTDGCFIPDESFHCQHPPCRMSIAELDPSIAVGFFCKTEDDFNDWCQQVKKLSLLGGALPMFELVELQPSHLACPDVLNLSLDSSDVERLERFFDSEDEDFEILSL
# mIAP inh: blocks mouse intestinal alkaline phosphatase; purified mouse IAP, CDP-Star luminescence, 30 min; inhibition, % at 10 µM; actives 0.2% (n = 330,000); AID 2806;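 active = inhibition of at least 40% at 10 µM in the primary screen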;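 note: plate controls were DMSO with enzyme for no effect and no enzyme wells for full effect; values of inactives mirror those of a sister screen read the other way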
# A3G deaminase: inhibitors of human APOBEC3G DNA deaminase; Q9HC16; recombinant A3G, ssDNA deamination FAM/TAMRA fluorescence; inhibition, % at 20 µM; actives 0.28% (n = 330,000); AID 493012;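 active = inhibition of at least 40% at 20 µM, with no more than 30% in the related APOBEC3A deaminase screen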;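 note: plate controls were DMSO wells with A3G for no effect and wells lacking A3G enzyme for full effect; some compounds called inactive have numbers as strong as hits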
# hIAP block: human IAP inhibition | actives 0.12% (n = 330,000) | purified IAP, CDP-Star luminescence, 30 min | P09923 | inhibition, % at 10 µM;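 active = inhibition reaching a set limit with compound at 10 µM in the primary screen, cut at about 35% in these data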;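 note: plate controls were DMSO wells with enzyme for no effect and no-enzyme buffer wells for full effect; values of inactives mirror those of a sister screen read the other way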
# APOBEC3A inh: human APOBEC3A DNA deaminase inhibition. inhibition, % at 20 µM. actives 0.41% (n = 330,000). recombinant A3A, FAM/TAMRA ssDNA deamination fluorescence. P31941;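 active = at least 40% inhibition at 20 µM here, with at most 30% in a related deaminase screen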;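 note: plate controls were A3A with DMSO for no effect and wells lacking A3A enzyme for full effect; some results filed as inactive read as strong as hits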
# MPTP block: inhibitors of mitochondrial permeability transition pore; isolated mouse mitochondria, Ca2+ swelling absorbance, 30 min; inhibition, % at 10 µM; actives 1.4% (n = 360,000); AID 602449;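 active = inhibition of 50% or more, scaled per plate between neutral and stimulator controls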;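 note: 0% = DMSO wells given calcium and 100% = 1 mM EGTA wells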
# An asterisk follows results filed as active.
SMILES,hIAP act,beta cell repl,mIAP act,ATG4B inhibitor,mIAP inh,A3G deaminase,hIAP block,APOBEC3A inh,MPTP block
COc1ccc(C(=O)NCCNC(C)=O)cc1S(=O)(=O)NCc1ccc(Cl)cc1,1,-3.5,1.06,0.6,-6.1,0.3,-0.4,1.3,0.0
COc1ccccc1CNC(=O)CSc1ccsc1[N+](=O)[O-],0.994,-1.8,0.943,23.6,5.7,-6.4,0.6,-0.3,1.0
Cc1cccc2c(=O)cc(C)n(Cc3ccccc3)c12,1.05,-0.8,0.971,-7.7,2.9,-1.5,-4.7,-3.2,1.5
COc1cccc(C(=O)Nc2ccc(NC(=O)C3CCCCC3)nc2)c1,1.12,-1.6,1.08,-1.4,-8.2,-2.5,-12.2,-0.7,-1.1
COc1ccc(/C(C)=N/NC(=O)C2CC2)cc1,0.777,-2.1,0.947,9.2,5.3,4.0,22.3,4.8,0.3
Cc1ccc(CNC(=O)c2cc3c(s2)CS(=O)(=O)C3)cc1,0.932,-1.3,0.931,-4.5,6.9,-0.7,6.8,-1.5,-0.8
C=CCN1C(=O)C2C3C=CC(C2C1=O)C1C2C(=O)N(CC=C)C(=O)C2C31 (centres undefined),0.971,-0.6,1,-1.5,-0.5,-11.4,2.9,-3.0,-0.8
CC(=O)Nc1ccc(S(=O)(=O)N2CCN(c3cc(C)nc4ccccc34)CC2)cc1,0.766,-0.7,1.06,-10.7,-6.2,-1.0,23.4,0.6,0.4
CC(=O)Nc1ccc(NC(=O)C2CC(=O)N(Cc3ccco3)C2)cc1 (centres undefined),0.996,-1.8,0.992,-13.6,0.8,-0.7,0.4,47.3*,-3.0
COc1cc(/C=C2\SC(=S)N(C(C(=O)O)c3ccccc3)C2=O)cc(OC)c1OC (centres undefined),0.852,-1.4,0.738,4.4,26.2,-7.6,14.8,-2.2,1.8
CCOC(=O)c1cc(NC(=O)N2CCCCC2)c(C)nc1C,1.02,-0.9,0.928,-12.8,7.2,-7.5,-2.0,-2.8,0.2
Cc1ccc(Cn2c(C3CCCN3c3nc(-c4cc(Cl)c(N)c(Cl)c4)cs3)nc3cc(Cl)c(Cl)cc32)cc1 (centres undefined),1.02,-7.9,0.973,7.3,2.7,0.1,-2.3,-1.3,0.1
COC(=O)Nc1ccc(S(=O)(=O)N2CCCC(C(=O)N3CCOCC3)C2)cc1 (centres undefined),0.887,1.4,1.05,6.7,-5.0,-5.2,11.3,-0.8,-0.1
O=C(NCC1CCCCC1)C1CCCN(C(=O)NC2CCCCC2)C1 (centres undefined),1.06,0.6,1.04,0.5,-3.7,-1.1,-6.5,-4.0,-0.5
CC(C)CC(=O)Nc1nnc(SCC(=O)NCc2ccco2)s1,0.837,-3.4,1.01,1.9,-0.9,-7.5,16.3,-2.7,0.6
O=C(COc1ccc([N+](=O)[O-])cc1)NNC(=O)c1cccnc1,0.957,0.7,1.01,-1.6,-1.0,-8.2,4.3,-2.8,1.4
O=C1CCCN1c1ccc(C(=O)N(Cc2nnc(-c3ccc(Cl)cc3)o2)C2CC2)cc1,0.975,2.9,1.02,1.9,-2.4,-7.3,2.5,-2.2,0.5
CN(C)c1ccc(CNCC2CCCO2)cc1 (centres undefined),1.16,0.2,1.13,-4.9,-13.3,-4.7,-16.1,-6.3,-1.8
CCC(C)COC(c1ccccc1)(c1ccccc1)C(Oc1nc(C)cc(C)n1)C(=O)O (centres undefined),1.18,-2.1,0.946,3.6,5.4,-0.4,-17.9,-2.4,10.3
COc1cc(-c2nc(Cc3c(F)cccc3Cl)no2)cc(OC)c1OC,0.95,-2.3,0.904,9.4,9.6,-3.7,5.0,-0.7,-3.0
Cc1ccc(Sc2ccc(CN3CCCCC3)cc2[N+](=O)[O-])cc1,0.841,-6.2,0.981,-2.2,1.9,2.0,15.9,-4.4,-0.2
Cc1ccc(NC(=O)CCC(=O)c2cccs2)cc1,1.04,-1.6,0.811,-2.8,18.9,-6.4,-4.5,-3.6,-0.9
NC(=O)Cn1c(-c2nonc2N)nc2ccccc21,1.12,-1.2,1.02,-0.9,-1.7,4.3,-12.5,-0.8,-3.2
CCOC(=O)c1nn(-c2ccc(Cl)cc2)c2nc(Nc3ccccc3)cc(=O)n12,0.932,-4.3,0.967,-3.2,3.3,-3.4,6.8,9.5,4.2
O=C(COc1ccc(Cl)cc1Cl)N1CCN(c2ccccn2)CC1,1.04,-1.4,0.997,-19.1,0.3,-6.1,-3.6,0.0,-1.5

# Three entries from above in another layout:
Compound	hIAP act	beta cell repl	mIAP act	ATG4B inhibitor	mIAP inh	A3G deaminase	hIAP block	APOBEC3A inh	MPTP block
CCOC(=O)c1nn(-c2ccc(Cl)cc2)c2nc(Nc3ccccc3)cc(=O)n12	0.932	-4.3	0.967	-3.2	3.3	-3.4	6.8	9.5	4.2
O=C(COc1ccc([N+](=O)[O-])cc1)NNC(=O)c1cccnc1	0.957	0.7	1.01	-1.6	-1.0	-8.2	4.3	-2.8	1.4
O=C(COc1ccc(Cl)cc1Cl)N1CCN(c2ccccn2)CC1	1.04	-1.4	0.997	-19.1	0.3	-6.1	-3.6	0.0	-1.5

# The listing continues.
SMILES,hIAP act,beta cell repl,mIAP act,ATG4B inhibitor,mIAP inh,A3G deaminase,hIAP block,APOBEC3A inh,MPTP block
C=C(C)Cn1c(N2CCN(CC)CC2)nc2c1c(=O)[nH]c(=O)n2C,0.923,-2.1,1.03,-5.8,-3.0,5.8,7.7,3.1,-0.4
CC1CCC(N2CCN(S(=O)(=O)Cc3ccccc3)CC2)CC1 (centres undefined),1.07,-0.7,1,-8.4,-0.5,-12.0,-6.7,-4.7,-1.9
CCOc1ccc(CCNC(=O)C2CCCN2C(=O)OCc2ccccc2)cc1OCC (centres undefined),1.27,-2.2,1.09,1.4,-8.9,-4.8,-26.6,-1.3,-0.2
COc1ccc(C(=O)CSc2nc(C(C)(C)C)nc3ccccc23)cc1,0.897,0.1,1.04,7.9,-3.8,3.6,10.3,-3.6,2.7
COc1ccc(CNn2c(-c3cccs3)nc3ccccc3c2=O)cc1OC,1.02,-0.1,0.919,3.6,8.1,-4.8,-2.2,-1.9,0.3
O=C1CCCC/C1=C\Nc1ccc(C(=O)O)c(O)c1,0.966,2.9,0.964,0.1,3.6,-2.8,3.4,-3.2,-0.7
CC(=O)N1CCc2cc(Br)cc(S(=O)(=O)N3CCN(C(=O)c4ccco4)CC3)c21,0.953,-0.5,1.03,-16.8,-2.7,0.8,4.7,1.7,-1.5
CCC1CCCCN1C(=O)CSc1n[nH]c(N)n1 (centres undefined),0.836,-4.7,0.897,0.3,10.3,-1.7,16.4,-0.2,-1.3
Cc1nnc(SCc2nc3ccccc3[nH]2)s1,0.867,-2.7,0.98,8.3,2.0,-5.4,13.3,-12.7,-13.5
OCC[C@@H]1C[C@H](O)[C@@H](O)[C@]2(CCc3ccccc3CO2)O1,1.09,1.7,1.08,12.1,-8.4,-9.7,-8.8,-1.8,-0.4
O=c1cc(-c2ccc(O)cc2)oc2ccccc12,1.05,-1.2,1.11,-7.5,-11.1,5.2,-5.5,2.4,-2.0
COc1ccc(CCNC(=O)Cn2cccc2C(=O)c2ccccc2)cc1OC,0.953,3.2,1.07,5.7,-6.6,-4.6,4.7,1.0,-2.5
CC/C(=N\NC(=O)CNC(=O)/C=C/c1ccco1)c1ccccc1,0.967,-2.6,0.997,-6.1,0.3,-2.6,3.3,4.5,-4.4
CCOC(=O)C(CCc1nnc(N)s1)C(=O)OCC,1.14,-2.1,0.948,-4.1,5.2,-1.1,-14.2,-1.3,-0.2
Cc1ccc(CSCC(=O)Nc2ccc(N3CCOCC3)cc2N2CCOCC2)cc1,1.1,-0.5,0.984,-2.5,1.6,-5.0,-10.3,3.2,-1.0
Cc1cccc(S(=O)(=O)Nc2cccc(-c3cn4ccsc4n3)c2)c1,1.13,1.0,1.02,-13.6,-2.0,-0.5,-13.4,8.2,1.7
COc1ccc(Cl)cc1NS(=O)(=O)N1CCOCC1,0.922,-1.9,1.04,-3.9,-4.0,-0.7,7.8,7.0,-0.8
Cc1ccc(NC(=O)CS(=O)CC(=O)N2CCN(c3ccccc3)CC2)cc1 (centres undefined),0.887,-0.6,1.05,1.6,-4.7,8.1,11.3,3.1,-0.3
CCN1CCN(S(=O)(=O)c2ccc(Cl)c(C(=O)Nc3ccccc3N3CCCCC3)c2)CC1,1.04,-6.4,0.892,4.3,10.8,-4.4,-4.5,8.5,-1.3
N#CCC(=O)Nc1ncn(Cc2ccccc2Cl)n1,0.934,-3.4,0.987,-2.4,1.3,-2.0,6.6,-3.4,-2.2
COc1ccc(C(=O)NCCc2c[nH]c3ccc(OC)cc23)cc1,0.938,-2.8,1.05,-9.2,-4.8,-6.3,6.2,0.2,-0.6
NC(=O)CC(CC(=O)OCc1ccccc1)c1ccccc1 (centres undefined),1.32,-0.3,1.01,3.1,-1.0,0.7,-31.6,2.2,-0.5
COc1ccc(-c2cc3ccccc3n2CC(O)Cn2nc(C)cc2C)cc1 (centres undefined),1.04,0.0,0.975,-6.5,2.5,-4.1,-4.3,-1.9,1.9
O=C(N/N=C/c1ccco1)c1ccc2nc[nH]c2c1,1.1,-0.5,0.818,-9.7,18.2,-5.3,-9.6,-2.3,1.0
COc1cccc(C2C(C#N)=C(C)NC3=C2C(=O)CC(C)(C)C3)c1 (centres undefined),1,0.9,1.04,-0.6,-4.5,-7.1,-0.3,-1.1,1.3
SMILES,hIAP act,beta cell repl,mIAP act,ATG4B inhibitor,mIAP inh,A3G deaminase,hIAP block,APOBEC3A inh,MPTP block
O=C(/C=C\NCC(=O)c1ccccc1)c1ccc2ccccc2c1,1.09,0.0,0.995,5.1,0.5,-6.3,-9.1,-2.5,2.2
O=C(NCC1CCCO1)/C(=C\c1ccccc1F)NC(=O)c1ccccc1 (centres undefined),1,-2.9,0.986,2.2,1.4,-8.7,-0.4,-1.6,-0.3
O=C(NNC(=O)c1cc(Cl)nc2ccccc12)c1ccccc1F,1,1.2,0.968,-12.8,3.2,-0.4,0.0,2.1,-0.9
O=c1c2ccccc2[nH]c(=S)n1CCCN1CCOCC1,0.95,1.4,0.993,-4.2,0.7,-6.5,5.0,-3.3,-5.5
Cc1cc(C)cc(NC(=O)CSc2nccn2Cc2ccco2)c1,0.968,-0.5,0.964,11.5,3.6,2.2,3.2,0.7,-0.9
CCCC(=O)Nc1ccc(NC(=O)c2cccs2)cn1,1.08,0.0,1.01,-9.3,-0.7,-2.5,-8.3,-2.1,-0.1
Cc1ccccc1NS(=O)(=O)c1ccc2c3c(cccc13)C(=O)N2C,0.998,-3.0,1.03,-12.2,-2.8,-1.1,0.2,5.8,2.6
CCOc1ccccc1NS(=O)(=O)c1ccc2c(c1)NC(=O)CCS2,1.13,-0.8,1.06,-3.5,-6.2,2.0,-12.6,0.4,0.3
CC(C)c1ccc(/C=N/NC(=O)c2ccccn2)cc1,1.25,-3.7,0.958,-2.9,4.2,-6.8,-25.3,1.0,1.4
CC(C)c1nc(SCC(=O)Nc2c[nH]c(=O)[nH]c2=O)c2cnn(-c3ccccc3)c2n1,1.09,-2.6,0.956,-1.2,4.4,9.6,-8.8,11.8,-1.0
CCN(CC(=O)Nc1c(F)cccc1F)C(=O)CN1C(=O)c2ccccc2C1=O,1.11,-2.9,0.972,-4.2,2.8,-6.0,-11.3,3.8,-2.5
COc1cccc(NC(=O)c2ccccc2SC)c1,1.03,-2.4,1.05,-1.2,-4.6,-7.8,-3.4,-2.0,1.1
O=C(CSc1nnc(SCc2cccc3ccccc23)s1)N/N=C/C=C/c1ccccc1[N+](=O)[O-],0.896,-3.1,0.811,21.3,18.9,-8.5,10.4,-2.3,0.9
